P. falciparum M17LAP – P. falciparum M17LAP inhibitors, primary screen, biochemical, fluorogenic H-Leu-NHMec substrate, 1536-well (AID 1619). 220,000 tested, 0.38% active. inhibition, % at 30 µM; hits with a dose series show IC50 in µM. Leucine aminopeptidase (Plasmodium falciparum (isolate 3D7)). recombinant M17LAP, H-Leu-NHMec fluorogenic kinetic assay; higher % means a stronger effect;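 active = compound inhibiting the enzyme by more than half at any dose during confirmatory dose-response retesting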;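 also: plate controls were full reaction with DMSO carrier for no effect and no enzyme background for full effect; strong numbers were not always called active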
Yfh1-off respiration – enhancers of respiration in Yfh1-depleted yeast, dose response, Friedreich's ataxia, plus single-dose screen (AID 1465); S. cerevisiae Yfh1-off respiration, WST-1 reduction, 72 h; higher fold induction means a stronger effect; fold induction at 50 µM, or EC50 in µM where a hit was titrated; 220,000 tested, 0.074% active;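 active = fold induction of absorbance versus untreated yeast above a set limit, then at least 30% activation at any dose in follow-up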;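 also: activators that raise dye reduction in frataxin-depleted yeast; strong numbers were not always called active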
MT stabilizer – microtubule stabilizers in HeLa cells, primary screen, imaging, high-content imaging. 200,000 tested, 0.83% active. HeLa tubulin immunostaining HCS, 24 h; share of cells brighter than vehicle mean+2SD. % tubulin-high responders, % at 10 µM. AID 2205, 2009;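 active = plate Z-score above 3 for both tubulin-high and condensed-nucleus cell shares, with cell loss under 80%, at 10 µM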;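 also: anti alpha tubulin signal scored within the nucleus-defined area of each cell; some results filed as inactive read as strong as hits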
P. falciparum M1AAP – P. falciparum M1AAP inhibitors, biochemical, fluorogenic H-Leu-NHMec substrate, 1536-well (AID 1445); Aminopeptidase N (Plasmodium falciparum (isolate 3D7)); recombinant M1AAP, H-Leu-NHMec fluorogenic kinetic assay; higher % means a stronger effect; inhibition, % at 30 µM, or IC50 in µM where a hit was titrated; 220,000 tested, 0.42% active;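 active = primary inhibition above the hit cutoff, then over 50% inhibition at one or more dose response concentrations, cut at about 23% in these data, passing the limit was not always enough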;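 also: plate controls were DMSO full reaction for no effect and no enzyme background for full effect; strong numbers were not always called active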
Hep lipid drop – inhibitors of hepatocyte lipid droplet formation, primary screen, imaging, high-throughput imaging, BODIPY stain | inhibition, % at 6.5 µM | AML12 mouse hepatocytes, oleate lipid droplets | 240,000 tested, 0.4% active;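 active = lipid droplet intensity inhibited by at least 50%, with more than 500 cells counted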
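Material: mouse AML12 hepatocyte cell line, fixed after treatment; Timing: compound with oleate, overnight; Technique: high-content imaging of BODIPY-stained droplets and DAPI nuclei; Probe or stimulus: oleate, 100 µM final; Dosing: compound at 6.5 µM only.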
ER stress rescue – rescue of cells from ER stress-induced death, primary screen, 384-well, CSM14.1, thapsigargin, ATP luminescence (AID 1222). CSM14.1 thapsigargin-induced death rescue, ATP luminescence; higher % means a stronger effect. cellular ATP content (survival), % at 20 µM; hits with a dose series show EC50 in µM. 190,000 tested, under 10 active;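 active = EC50 below 50 µM in the dose-response confirmation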;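 also: death triggered by thapsigargin at about 15 µM added after 2 h compound pretreatment; cell ATP read after overnight thapsigargin exposure of roughly 18 to 22 hours; normalized against plate controls of thapsigargin alone and 5% DMSO vehicle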
Dynein cargo inh – inhibitors of GR-EGFP nuclear translocation, primary screen, dynein cargo transport inhibitor project, imaging, high-content, 3617.4 mouse cells | test concentration mostly 20 µM; stimulated with dexamethasone, 1 µM; stronger effect = lower value | z-score, hits read low | 220,000 tested, 0.47% active | AID 1381, 2008;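 active = plate z-score of nuclear minus cytoplasmic receptor signal below a set negative limit, without overly bright fluorescence or cell loss, cut at about -3.5 in these data, passing the limit was not always enough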;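 also: z-score of nuclear minus cytoplasmic ring GR-EGFP intensity difference per well; some compounds called inactive have numbers as strong as hits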
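Buffer or medium: tetracycline-free induction medium containing charcoal-stripped FBS / Reagent: dexamethasone agonist, 1.0 µM final, for 30 min / Technique: automated 10x imaging of fixed Hoechst-stained cells / Times: induction 48 h, compound 1 h, agonist 30 min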
Insulin prom up – insulin promoter activators in MIN6 cells, imaging, high-content screening, mouse beta cells | MIN6 insulin promoter-GFP reporter; stronger effect = higher value | AID 1625, 2009 | 190,000 tested, 0.3% active | z-score at 5 µM;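 active = z-score above 3 at 5 µM with at least 500 cells counted in the well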
Autophagy mod – autophagy modulators in MEF cells, primary screen, imaging, high-content, MEF GFP-LC3 | MEF GFP-LC3 puncta imaging; test concentration mostly 10 µM | calls only at 10 µM (by protocol) | 190,000 tested, 0.98% active | AID 463193, 2010;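 active = percentage of spot-positive cells more than 3 SD above its plate mean, without a fluorescence outlier flag or 80% toxicity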;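 also: spot-positive cell cutoff set from DMSO-treated cells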
Dynein cargo inh cytoplasmic EGFP – also measured in Dynein cargo inh; calls as there; z-score; measured here: cytoplasmic GR-EGFP intensity; stronger effect = higher value
Dynein cargo inh nuclear GR-EGFP – further read-out of Dynein cargo inh, marked with its call; z-score; measured here: nuclear GR-EGFP intensity;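 lower value marks the stronger effect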
Dynein cargo inh cell count – second read-out of Dynein cargo inh, no call of its own (marks repeat the call); z-score; measured here: cell count per field
Insulin prom up cell count – second read-out of Insulin prom up, no call of its own (marks repeat the call); cell count; measured here: cytotoxicity, nuclei count;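 total cells summed across four imaged fields per well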
Hep lipid drop cells 6.5 µM – recorded beside Hep lipid drop, whose call it bears; cell count; measured here: cell count, cytotoxicity flag;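 cells counted across two imaged fields per well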
MT stabilizer Hoechst-high % – also measured in MT stabilizer; calls as there; % Hoechst-high responders; measured here: nuclear condensation Hoechst responders;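 share of cells brighter than vehicle mean plus two SD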
MT stabilizer cytotoxicity % – recorded beside MT stabilizer, whose call it bears; toxicity, %; measured here: cytotoxicity by cell density;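 0% = mean cell density of plate MIN control wells and 100% = no cells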
Autophagy mod cell loss 18 h – second read-out of Autophagy mod, no call of its own (marks repeat the call); toxicity, %; measured here: cell loss, nuclei count;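 cell loss after 18 h compound exposure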
* marks the source's active call; other numbers are inactive results; i = inactive; . = not tested or not shown; + = active, no number. Random draw from the library; any-hit rate near 3.5%.

SMILES	P. falciparum M17LAP	Yfh1-off respiration	MT stabilizer	MT stabilizer Hoechst-high %	MT stabilizer cytotoxicity %	P. falciparum M1AAP	Hep lipid drop	Hep lipid drop cells 6.5 µM	ER stress rescue	Dynein cargo inh	Dynein cargo inh cytoplasmic EGFP	Dynein cargo inh nuclear GR-EGFP	Dynein cargo inh cell count	Insulin prom up	Insulin prom up cell count	Autophagy mod	Autophagy mod cell loss 18 h
Cn1cc(/C=N/NC(=O)c2cccc([N+](=O)[O-])c2)c2ccccc21	7%	i	1.9	2.6	6.3	3%	-7	613	-2.5%	0.3	0.42	0.25	0.42	-0.18	1267	i	24
Cc1ccc(NC(=O)CSc2nnc(Cc3ccccc3)o2)cc1	9%	i	2.2	1.2	4.0	-4%	-3	670	.	0.12	-0.3	0.064	0.055	0.3	1283	i	32
Cc1cc([N+](=O)[O-])nn1CC(=O)Nc1nccs1	-50%	i	2.3	2.1	6.4	4%	-11	601	-0.2%	-0.48	-0.19	0.33	-0.25	-0.17	1331	i	1
COc1ccc(S(=O)(=O)N/N=C/c2ccc(OCCN3CCOCC3)c(OC)c2)cc1	7%	i	1.7	2.9	2.3	-2%	-7	578	16%	-0.69	-0.33	-0.65	1.1	0.29	2426	i	-1
CCN1CCN(CNC(=O)c2cnccn2)CC1	2%	i	1.6	1.3	6.7	2%	-5	770	1.1%	0.31	-0.24	0.31	0.059	0.51	1282	i	36
Cc1cc(C)c2[nH]c(=O)c(CN(Cc3ccco3)C(=S)NCC3CCCO3)cc2c1 (centres undefined)	5%	i	3.2	4.2	3.4	13%	-8	698	0.4%	-0.31	-0.3	-0.37	0.37	0.18	1271	i	-4
CCOc1cc(/C=N/NC(=O)c2cccnc2)ccc1OCC(=O)N(C)C	25%	i	1.9	1.8	0.6	7%	6	703	-0.3%	-0.32	-0.21	-0.46	-0.34	-0.08	1282	i	-10
COC(=O)c1[nH]c2cc(OC)ccc2c1NC(=O)CCN1CCN(Cc2ccc3c(c2)OCO3)CC1	8%	i	5.7	4.9	11	7%	4	762	-1.5%	2.9	0.16	1.5	-2.4	-0.86	1153	i	6
Cc1ccc2c(c1C)NC(=O)C21N2CCCC2C(C(=O)c2ccc3ccccc3c2)C12C(=O)Nc1ccccc12 (centres undefined)	-2%	i	.	.	.	10%	-28	582	.	-0.29	-0.27	0.69	-0.068	-0.29	817	.	.
COc1ccc(CCNC(=O)Nc2ccc([N+](=O)[O-])cc2)cc1OC	-2%	i	5.3	3.2	6.6	10%	-9	671	2.8%	-0.73	-0.33	-0.075	1.1	-0.4	1633	i	-4
Nn1c(SCC(=O)Nc2ccccc2)nnc1-c1cccnc1	5%	i	2.0	0.4	9.1	5%	16	616	-1.7%	-0.58	-0.22	-0.022	1	0.89	1932	i	-5
COC(=O)/C(=C/c1ccco1)NC(=O)c1ccccc1	26%	i	1.1	3.6	9.1	10%	-5	547	-0.6%	-0.36	-0.038	-0.26	0.3	0.17	1250	i	-9
CC(=O)n1cc([C@H]2C=C(C(=O)NCc3ccccc3)O[C@@H](OCc3ccc(CO)cc3)C2)c2ccccc21	5%	i	1.8	0.8	0.1	2%	-2	719	-2.4%	2.4	-0.051	2	-2	.	.	i	26
NC(=O)COC(=O)c1ccccc1SCC(=O)NC1CCCCCC1	-1%	i	2.2	3.1	9.7	-3%	-7	696	-1.4%	-0.83	-0.22	-0.81	0.58	1.4	945	i	4
O=C(NCc1ccc(Cl)cc1)c1cc2ccccn2n1	-6%	i	3.9	4.5	9.0	-8%	.	.	-0.8%	-0.85	-0.15	-0.22	-0.2	0.82	1061	i	6
COc1cc(-c2csc(CCn3nc(C)cc3C)n2)cc(OC)c1OC	18%	i	1.5	2.4	0.9	0%	0	677	-0.1%	0.11	-0.21	0.077	0.35	0.07	1180	i	1
Cc1cc(C)c(NC(=O)C(C)(C)C)c(Cl)c1	-18%	i	3.8	2.6	0.4	-3%	.	.	.	0.86	-0.17	1	-0.77	-1.3	1089	i	4
CCOC(=O)c1cc2c(ccn2C)n1CC(=O)N1C(C)CCCC1C (centres undefined)	28%	i	1.7	1.8	4.2	5%	-15	644	3.0%	0.96	-0.32	0.27	0.48	-0.47	1369	i	-2
Cc1nc(CNS(=O)(=O)c2cccnc2)cs1	1%	i	2.5	2.0	3.1	-2%	-10	630	.	-1.2	-0.21	-0.31	0.0063	1.3	1259	i	5
Nn1c(SCc2ccccc2F)nnc1-c1ccccn1	-4%	i	.	.	.	-1%	23	788	.	0.67	-0.022	0.27	-2.1	0.62	1173	.	.
Cc1cc(F)ccc1S(=O)(=O)Nc1ncnc2sccc12	18%	i	2.9	2.6	5.8	14%	-8	747	1.8%	1.7	-0.36	0.58	-0.35	-1	1319	i	-4
CCOC(CNC(=O)c1cccn2c(=O)c3cc(Cl)ccc3nc12)OCC	-8%	i	3.2	1.1	6.3	-3%	.	.	-0.9%	-0.33	4.1	0.45	-4.4	-0.06	723	i	28
Cc1nc2oc(C(=O)c3ccc(Br)cc3)c(N)c2c2c1COC(C)(C)C2	-7%	i	3.9	3.6	7.3	8%	.	.	-0.8%	3.6	-0.039	1.7	-1.8	0.14	1307	+	2.4*
O=C(Nc1ccc(S(=O)(=O)Nc2ncccn2)cc1)c1ccco1	-3%	i	1.7	1.1	4.1	-2%	-2	747	-2.0%	0.31	-0.27	0.26	0.53	.	.	i	21
COc1ccc(C(CCO)NC(=O)c2cccs2)cc1OC (centres undefined)	-1%	i	2.8	1.6	6.4	-9%	-8	707	-0.9%	-0.54	-0.28	-0.13	0.43	-0.58	1505	i	-6
Cc1nc(-c2nc(-c3c(C(=O)NN)noc3C)cs2)cs1	0%	i	5.3	2.4	9.7	-2%	-7	661	.	1.2	-0.33	0.12	-0.13	-0.49	1375	i	10
Cc1cc(C)cc(NC(=O)C(=O)NCc2ccccn2)c1	-5%	i	4.2	2.0	4.0	1%	-9	587	6.0%	0.32	-0.27	0.22	0.56	-0.11	1312	i	1
Cc1cccc(NC(=O)CN2C(=O)c3ccccc3C2=O)c1C	31%	i	4.2	1.9	7.5	3%	9	717	-0.6%	-0.19	-0.18	-0.43	-0.21	0.08	1297	i	-2
Cc1ccc(OCCCC(=O)N2CCOCC2)c(C)c1	-2%	i	2.5	1.6	0.4	3%	-2	748	-2.6%	-0.25	-0.21	-0.84	1.1	0.74	1140	i	-4
O=C(O)c1ccc(Cl)c(S(=O)(=O)NCc2ccco2)c1	0%	i	1.3	1.4	3.9	0%	.	.	0.7%	-0.75	-0.19	-0.36	0.69	.	.	i	-3
CCN1CCN(C(=S)Nc2ccc([N+](=O)[O-])cc2)CC1	12%	i	2.8	1.5	5.1	5%	-9	641	-0.1%	0.066	-0.23	-0.28	0.99	-0.35	1855	i	13
CCc1ccc(OCC(=O)c2c(O)c3ccccc3oc2=O)cc1	6%	i	1.5	1.7	5.3	-1%	25	722	-0.9%	-0.15	-0.24	-0.16	-0.28	0.06	1144	i	13
CCCc1nn(C)c(C(=O)Nc2cccc(C)c2)c1Cl	-3%	i	3.7	2.5	9.0	3%	19	646	-2.5%	-0.47	-0.24	-0.56	0.18	.	.	i	1
CCOC(=O)NN1C(=O)c2ccccc2NC1c1cccnc1 (centres undefined)	-16%	i	1.5	1.1	8.3	17%	4	754	-1.7%	0.13	-0.18	0.12	0.38	.	.	i	8
O=C1NC(c2ccncc2)C(C(=O)c2cccs2)C(O)(C(F)(F)F)N1 (centres undefined)	1%	i	1.5	2.0	6.6	-6%	.	.	-1.5%	0.6	-0.15	1.3	-0.97	0.61	1514	i	10
O=C(C(NS(=O)(=O)c1cccc2nsnc12)c1ccccc1)N1CCN(c2ccccn2)CC1 (centres undefined)	-4%	i	2.9	1.1	10	3%	.	.	2.7%	-0.36	-0.35	0.13	0.63	.	.	i	10
O=C(Cn1nc(-c2ccccc2)c2ccccc2c1=O)Nc1ccccn1	2%	i	1.6	1.7	2.6	4%	-2	656	-1.1%	0.12	-0.22	0.032	-0.051	0.44	1251	i	-20

Compound activity from PubChem.
